Screening data deposited in PubChem by National Center for Advancing Translational Sciences (NCATS).
Tau fibril ThT = tau fibrillization inhibition (ThT binding); P10636; recombinant tau K18 P301L, heparin-induced fibrillization, ThT fluorescence; Potency, µM (doses to about 57.4 µM), for inactives: at the top dose activity, negative = inhibition, actives largely listed as inhibitors; actives 2.1% (n = 270,000); AID 1460; further: on the % scale 0 is the no-effect control and ±100 the full control effect; nearly all actives have a fitted effect of over 55% in size
Target sequence (P10636 561-689 P618L limits assumed): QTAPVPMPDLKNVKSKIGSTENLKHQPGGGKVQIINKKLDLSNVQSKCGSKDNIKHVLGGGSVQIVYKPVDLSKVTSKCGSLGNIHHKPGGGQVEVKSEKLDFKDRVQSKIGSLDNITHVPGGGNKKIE
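Heparin-induced fibrillization of the P301L-mutant K18 repeat-domain fragment of human tau was followed by ThT binding in quantitative high-throughput format.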
GLA spleen mod = inhibits or activates alpha-galactosidase in human spleen homogenate | P06280 | human spleen homogenate, 4MU-alpha-Gal fluorescence, 40 min | Potency, µM (series often up to 80 µM), inactives show at the highest dose activity change, negative = inhibition, actives largely listed as inhibitors | actives 0.008% (n = 240,000) | AID 2107;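 further: 0% = enzyme with vehicle and -100% = no enzyme basal signal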
Target sequence (P06280 32-429 limits assumed): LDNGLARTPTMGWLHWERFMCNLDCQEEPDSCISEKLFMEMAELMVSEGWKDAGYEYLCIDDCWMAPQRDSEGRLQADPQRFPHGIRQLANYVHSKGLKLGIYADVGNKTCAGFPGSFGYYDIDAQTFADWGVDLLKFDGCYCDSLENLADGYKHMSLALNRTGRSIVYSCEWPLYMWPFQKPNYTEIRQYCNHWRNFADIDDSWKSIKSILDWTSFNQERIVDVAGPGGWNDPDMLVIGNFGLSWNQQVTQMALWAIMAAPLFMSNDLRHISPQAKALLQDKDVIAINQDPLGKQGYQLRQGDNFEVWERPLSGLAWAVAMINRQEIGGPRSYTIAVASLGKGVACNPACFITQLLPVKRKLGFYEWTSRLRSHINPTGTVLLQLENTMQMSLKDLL
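qHTS titration in buffer at pH 5.0. Alpha-galactosidase activity in spleen homogenate was measured via 4-methylumbelliferone release from 1 mM fluorogenic substrate after 40 min at 37C and a pH 10 stop. AC50 came from Hill fits of control-normalized data.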
GAA glycogen mod = inhibitors or activators of human alpha-glucosidase glycogen cleavage | P10253 | actives 0.38% (n = 300,000) | Potency, µM (titrated, usually from 76.4 µM), for inactives: at the top dose activity change, negative = inhibition, hits mostly inhibitors | recombinant GAA, glycogen substrate, Amplex Red glucose oxidase fluorescence;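 further: 0% = full enzyme reaction and -100% = no-enzyme basal signal; the screen sought inhibitors and activators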
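Recombinant enzyme (4 nM final) with compounds titrated up to 77 uM and bovine liver glycogen (30 ug) in citrate pH 5.0, 0.01% Tween-20, 37 C 40 min. Released glucose detected by Amplex Red/glucose oxidase (Ex 573/Em 610); AC50 from Hill fits.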
HTT ATP protect = cytoprotection in Huntington HTT-Q103 PC12 cell model | AID 1471 | PC12 HTT-Q103 induced, cytoprotection, ATP luminescence, 40 h | Potency, µM (doses to about 56.4 µM), inactives show cytoprotection (ATP increase), hits mostly activators | actives 0.14% (n = 230,000);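 further: % of control where 0% means no effect; nearly all actives have a fitted effect of over 45% in size; toxic huntingtin expression switched on by the ecdysone agonist tebufenozide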
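Readout: ATPlite luminescence (ATP level). Model: stable PC12, inducible Htt exon1 Q103-GFP. Inducer: tebufenozide, 100 nM final. Compounds: dose series. No G418 in medium.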
GAA inhib = inhibitors of human lysosomal alpha-glucosidase | purified human GAA, 4-MU-alpha-glucoside fluorescence | Potency, µM (doses to about 76.9 µM), for inactives: at the top dose activity change, negative = inhibition, usual class: inhibitors | actives 0.005% (n = 200,000) | AID 1466;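 further: plate controls were uninhibited enzyme wells for no effect and no-enzyme background for full effect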
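qHTS format, compound range up to 77 uM. Human lysosomal enzyme at 4 nM, 400 uM 4-MU glucoside substrate, pH 5.0, 20 min room temperature; fluorescence after alkaline stop gives activity normalized to controls.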
Tau fluor cs = counter-screen for tau fibril formation inhibitors; tau K18 P301L (four-repeat tau fragment) Alexa594 fluorescence, heparin fibrillization; Potency, µM (series often up to 57.7 µM), for inactives: top-dose activity change, negative = decrease; actives 0.93% (n = 280,000); AID 1463; further: on the % scale 0 is the no-effect control and ±100 the full control effect; nearly all actives have a fitted effect of over 55% in size
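Human K18 P301L tau (15 uM unlabeled plus 0.24 uM Alexa 594-labeled, final) in 100 mM sodium acetate pH 7 was mixed with compound and 20 uM heparin and incubated 6 hr at 37 C.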
GAA spleen mod = lysosomal alpha-glucosidase (human) modulation | P10253 | human spleen homogenate, 4-MU-alpha-glucoside fluorescence | Potency, µM (highest dose often 79.9 µM), without a hit: at the highest dose activity change, negative = inhibition, most hits filed as inhibitors | actives 0.006% (n = 240,000) | AID 2112;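 further: 0% = enzyme with vehicle and -100% = no enzyme basal signal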
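Human spleen homogenate (1 ug) incubated with compounds and 1 mM 4-methylumbelliferyl-alpha-D-glucopyranoside in pH 5.0 citrate/phosphate buffer, 37 C, 40 min. Stopped at pH 10; 4-MU fluorescence (Ex 365/Em 440 nm); AC50 by Hill fit.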
Tau fibril FP = blocks human tau fibril formation measured by polarization; K18 P301L tau heparin fibrillization, Alexa594 FP, 6 h; Potency, µM (titrated, usually from 57.7 µM), for inactives: top-dose activity, negative = inhibition, most hits filed as inhibitors; actives 0.39% (n = 280,000); AID 1468; further: on the % scale 0 is the no-effect control and ±100 the full control effect; nearly all actives have a fitted effect of over 55% in size
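Human K18 P301L fragment (15 uM unlabeled plus 0.24 uM Alexa 594-labeled) in 100 mM sodium acetate pH 7 with compound, aggregation induced by 20 uM heparin for 6 hr at 37 C. ThT (30 uM) added for 1 hr, then Alexa 594 FP read.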
* hit, by the source's call; ? = inconclusive; . = not tested or not shown; & = joins results of further samples; [ ] = another dose, or the depositor's remark. The call rests on the fitted dose curve; in most records, active means well fitted curve in the direction sought with a large enough effect; inconclusive means small, poorly fitted or top-dose-only effect, or another doubt; inactive means no such curve, though single readings can be large; an effect the other way counts as inactive or inconclusive. Potency means the concentration at half of the fitted maximal effect.

#1 CN1CCc2c(sc(/N=C/c3c[nH]c4ccccc34)c2C(N)=O)C1
#2 COc1ccc(-c2cc(C(F)(F)F)n3nc(C(=O)Nc4cc(C(F)(F)F)ccc4Cl)cc3n2)cc1OC
#3 COc1ccc(OC)c(C(=O)c2ccc(C(=O)N3CCN(Cc4csc(C)n4)CC3)cc2)c1
#4 O=C(Nc1nnc(-c2ccc(Cl)cc2)o1)c1cccc(N2C(=O)CCC2=O)c1
#5 CC1CCN(S(=O)(=O)c2cccc(-c3csc(-c4cccnc4)n3)c2)CC1
#6 CCCCn1c(NCc2cccs2)nc2ccccc21
compound no.,1,2,3,4,5,6
Tau fibril ThT,10µM*,-12%,0%,12%,-10%,-4%
GLA spleen mod,?,.,-1%,8%,3%,0%
GAA glycogen mod,7%,0%[76.3 µM],-12%,-7%,-15%,-5%
HTT ATP protect,2%[10 µM],.,-14%[1.9 µM],7%[10 µM],18%,-39%[inhibitor]
GAA inhib,.,.,6%,2%,-8%,-8%
Tau fluor cs,?,-12%,2%,7%,-27%,-9%
GAA spleen mod,29%,.,3%,7%,-7%,-1%
Tau fibril FP,?,-1%,-2%,1%,2%,16%

#7 O=C(NCCCCCCCCCNC(=O)C(F)(F)F)C(F)(F)F
#8 COC(=O)c1[nH]nc2c1C(=O)N(Cc1ccccc1)C2=O
#9 COc1ccccc1CNS(=O)(=O)c1cc(Br)cc2c1N(C(=O)C1CC1)CC2
#10 CC(=O)c1ccc(Nc2c3c(nc4ccccc24)CCCC3)cc1
#11 N=c1sccn1CC(=O)Nc1ccc(SC(F)F)cc1
#12 Cc1ccc(NC(=S)NCC23C=CC(O2)C2C(=O)N(c4ccc(C)cc4)C(=O)C23)cc1 (configuration not stated)
compound no.,7,8,9,10,11,12
Tau fibril ThT,-2%,-9%,-15%,-7%,3%,-15%
GLA spleen mod,3%,-6%,.,0%,4%,10%
GAA glycogen mod,-2%,-3%,5%[76.3 µM],5%,-2%,-5%
HTT ATP protect,19%,6%,.,-16%[10 µM],-30%[10 µM],-42%[10 µM]
GAA inhib,0%,-2%,.,.,-6%,-16%
Tau fluor cs,6%,-14%,-25%,-10%,2%,-5%
GAA spleen mod,-4%,-5%,.,2%,1%,2%
Tau fibril FP,6%,-9%,-6%,10%,6%,9%

#13 COc1ccc(C2C(C(C)=O)=C(O)C(=O)N2CCc2c[nH]c3ccccc23)cc1OC (configuration not stated)
#14 Cc1ccc(S(=O)(=O)NCCC(=O)OCn2nnc3ccccc3c2=O)cc1
#15 COc1ccc2nc(SCC(=O)Nc3ccc(S(=O)(=O)Nc4nccc(C)n4)cc3)[nH]c2c1
#16 Cc1ccc(CN2C(=O)c3ccccc3NC23CCN(Cc2ccccc2)CC3)cc1
#17 COc1ccc(CNC(=O)c2cccc(S(=O)(=O)N3CCN(C)CC3)c2)cc1
#18 Fc1ccc2nc(C3CCN(Cc4nc(CC5CC5)no4)CC3)[nH]c2c1
compound no.,13,14,15,16,17,18
Tau fibril ThT,-17%,11%,-23%,-6%,-3%,7%
GLA spleen mod,7%,-1%,-3%,17%,-1%,-26%
GAA glycogen mod,1%,-1%,-3%,-1%,0%,-4%
HTT ATP protect,4%,-20%[10 µM],-3%,-59%[inhibitor],-32%[inhibitor],7%[10 µM]
GAA inhib,-8%,-8%,?,5%,1%,-1%
Tau fluor cs,-7%,4%,-9%,-22%,-3%,-1%
GAA spleen mod,5%,-5%,-6%,3%,1%,2%
Tau fibril FP,0%,4%,1%,3%,-6%,8%

#19 O=C(CCc1nnc2n(Cc3ccccc3Cl)c(=O)c3ccccc3n12)Nc1ccc(F)c(F)c1
#20 CCc1ccc2oc(C(=O)Nc3sc4c(c3C(=O)NC)CCCC4)cc(=O)c2c1
#21 CSc1nc(-c2ccc(Cl)cc2)nc(N)c1C#N
#22 O=C(NCCSC1CCCCC1)c1ccccc1
#23 CC1(CCc2ccc(O)cc2)NC(=O)NC1=O (configuration not stated)
#24 Cc1ccc(S(=O)(=O)NNC(=S)NCCc2ccccc2)cc1
compound no.,19,20,21,22,23,24
Tau fibril ThT,8%,?,.,11%,-14%,-17%
GLA spleen mod,.,.,-8%,-5%,8%,-7%
GAA glycogen mod,18%[76.3 µM],-6%[76.3 µM],6%,20%,10%,?
HTT ATP protect,.,.,-13%[10 µM],-13%,8%[10 µM],27%[10 µM]
GAA inhib,.,.,.,?,4%,.
Tau fluor cs,-19%,-8%,9%[11.6 µM],9%,-11%,-24%
GAA spleen mod,.,.,4%,-2%,-5%,-1%
Tau fibril FP,?,-11%,-6%[11.6 µM],-1%,-9%,1%

#25 CCc1ccccc1NC(=O)Cn1c(=O)n(CCc2ccccc2)c(=O)c2ccccc21
#26 COc1ccc(C(=O)NC(=S)N2CCCCC2)cc1
#27 CCOc1ccc(NC(=O)CSc2nnc(-c3ccccn3)n2N)cc1
#28 Cn1c(=O)oc2cc(S(=O)(=O)N3CCc4ccccc43)ccc21
#29 Cc1nc2c(-c3ccc(Cl)cc3)c(C)[nH]n2c(=O)c1Cc1ccccc1
#30 N#C/C=C1\n2c(nc3ccccc32)OC12CCCCC2
compound no.,25,26,27,28,29,30
Tau fibril ThT,0%,-6%,?,0%,-9%,-17%
GLA spleen mod,.,-9%,6%,3%,1%,0%
GAA glycogen mod,8%[76.3 µM],4%,-1%,6%,2%,-1%
HTT ATP protect,.,5%,-10%,-36%[10 µM],-123%[inhibitor],21%
GAA inhib,.,-5%,-3%,.,-3%,8%
Tau fluor cs,-10%,-6%,-12%,-8%,-4%,-9%
GAA spleen mod,.,-12%,-1%,8%,0%,1%
Tau fibril FP,-16%,-3%,-3%,-9%,8%,-5%

#31 COc1ccccc1NS(=O)(=O)c1cc(NC(=O)CNC(=O)c2ccccc2)ccc1C
#32 Cc1[nH]cnc1CSCc1ccc(F)cc1
#33 Cc1ccc2c(c1)C(=O)CC(O)(C(F)F)O2 (configuration not stated)
#34 CC(C)(C)c1ccc(OCCOCCn2c(-c3ccc(Cl)cc3)nc3ccccc3c2=O)cc1
#35 Cc1cc(C)n(CC(=O)n2c3ccccc3c3ccccc32)n1
#36 COCCNC(C(=O)Nc1ccc(C)cc1[N+](=O)[O-])c1ccccc1 (configuration not stated)
compound no.,31,32,33,34,35,36
Tau fibril ThT,6%,-1%,-1%,-3%,0%,?
GLA spleen mod,-1%,-1%,2%,.,18%,4%
GAA glycogen mod,-11%,-7%,-4%,1%[76.3 µM],0%,3%
HTT ATP protect,-9%[10 µM],-5%[10 µM],-12%[10 µM],.,-7%,-33%[inhibitor]
GAA inhib,-4%,1%,.,.,2%,1%
Tau fluor cs,-23%,1%,-3%,4%,-1%,-21%
GAA spleen mod,3%,-2%,-1%,.,6%,0%
Tau fibril FP,-5%,-4%,2%,?,-4%,-7%

#37 CCOc1c2ccc(C(=O)NCc3ccc4c(c3)OCO4)cc2nn1C
#38 COc1ccc(C[C@H]2CN3C(=NC[C@H]3C)N2CCNC(=O)CCC2CCCCC2)cc1
#39 OC(COc1ccc(Cl)c2ccccc12)CN1CCN(c2ccccn2)CC1 (configuration not stated)
#40 CC(N)C12CC3CC(CC(C3)C1)C2 (configuration not stated)
#41 CCCCCCCC/C=C/CCCCCCCCOP(=O)([O-])OCC[N+](C)(C)C
#42 c1ccc(-c2nc(-c3cccs3)[nH]c2-c2ccccc2)cc1
compound no.,37,38,39,40,41,42
Tau fibril ThT,-15%,-3%,?,-4%&0%&-4%,-8%,7%
GLA spleen mod,-3%,-3%,-6%,-12%&2%&14%&0%,0%,4%
GAA glycogen mod,-9%,13%,-3%,5%&-9%,.,-6%
HTT ATP protect,16%[10 µM],-3%[10 µM],7%[10 µM],-23%,-9%,-35%
GAA inhib,-10%,.,-7%,5%,.,6%
Tau fluor cs,-13%,-1%,?,4%&-7%&-7%,-4%,?
GAA spleen mod,-5%,-6%,-7%,-9%&-1%&2%&-8%,10%,2%
Tau fibril FP,-11%,?,-8%,?,7%,0%

One compound at a time, as listed above. Screens in order: Tau fibril ThT, GLA spleen mod, GAA glycogen mod, HTT ATP protect, GAA inhib, Tau fluor cs, GAA spleen mod, Tau fibril FP
`c1ccc(-c2nc(-c3cccs3)[nH]c2-c2ccccc2)cc1` is entered as 7%, 4%, -6%, -35%, 6%, ?, 2%, 0%
`CCCCCCCC/C=C/CCCCCCCCOP(=O)([O-])OCC[N+](C)(C)C` is entered as -8%, 0%, ., -9%, ., -4%, 10%, 7%
`CCOc1c2ccc(C(=O)NCc3ccc4c(c3)OCO4)cc2nn1C` is entered as -15%, -3%, -9%, 16%[10 µM], -10%, -13%, -5%, -11%
`OC(COc1ccc(Cl)c2ccccc12)CN1CCN(c2ccccn2)CC1` (configuration not stated) is entered as ?, -6%, -3%, 7%[10 µM], -7%, ?, -7%, -8%
`CC(N)C12CC3CC(CC(C3)C1)C2` (configuration not stated) is entered as -4%&0%&-4%, -12%&2%&14%&0%, 5%&-9%, -23%, 5%, 4%&-7%&-7%, -9%&-1%&2%&-8%, ?

Going on with the list.
#43 Cc1c(C(=O)C(=O)N2CCCc3ccccc32)c2ccccc2n1C
#44 COc1cc(NC(=O)c2cccs2)c(C(=O)OCC(=O)NC(=O)NCc2ccccc2)cc1OC
#45 COC(=O)C1=C(C)N(CC2CC2)C(=O)N[C@H]1c1ccccc1
#46 CCc1ccc(C(=O)c2cn(CC(=O)Nc3ccc4c(c3)OCO4)c3cc(OC)c(OC)cc3c2=O)cc1
compound no.,43,44,45,46
Tau fibril ThT,-13%,-25%,0%[11.5 µM],?
GLA spleen mod,-14%,4%,3%[17.5 µM],.
GAA glycogen mod,16%,2%,.,-11%[76.3 µM]
HTT ATP protect,0%[10 µM],-10%[10 µM],-5%[10 µM],.
GAA inhib,-13%,?,.,.
Tau fluor cs,-9%,?,-9%[11.6 µM],?
GAA spleen mod,-15%,-1%,-9%[17.4 µM],.
Tau fibril FP,13%,-14%,2%[11.6 µM],?
